Rab7 wt modul – modulators of GTP binding to Rab7, primary screen, biochemical, wildtype, multiplex bead flow cytometry | GST-Rab7 beads, fluorescent GTP binding; actives lie on both sides; untreated = 100%, excess cold GTP = 0% | 0.055% of 190,000 active | AID 758, 2007 | Rab7 GTPase wild type (dog), Bodipy-FL-GTP binding | GTP binding activity (percent of control), % at 10 µM;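 active = fluorescent GTP binding to Rab7 beads changed by at least 20 points from the 100% baseline, either direction, mostly lower; inconclusive = compound itself probably fluorescent, or too few beads counted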;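 also: median green fluorescence of bound Bodipy-FL-GTP per Rab7 bead population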
HRas wt GTP bind – modulators of GTP binding to HRas wildtype, primary screen, biochemical, bead-based flow cytometry, multiplex | GTPase HRas (Homo sapiens), P01112 | GST-Ras wt beads, Bodipy-FL-GTP binding; actives lie on both sides | GTP binding activity, % at 10 µM | 0.14% of 190,000 active | AID 759, 2007;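 active = GTP binding activity at least 20% away from the 100% baseline, either lowered as inhibitor or raised as activator; inconclusive = flagged as likely green fluorescent, judged across all proteins in the well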;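 also: 0% = unlabeled GTP competition control and 100% = no-compound control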
Target sequence (P01112 whole entry, looked up): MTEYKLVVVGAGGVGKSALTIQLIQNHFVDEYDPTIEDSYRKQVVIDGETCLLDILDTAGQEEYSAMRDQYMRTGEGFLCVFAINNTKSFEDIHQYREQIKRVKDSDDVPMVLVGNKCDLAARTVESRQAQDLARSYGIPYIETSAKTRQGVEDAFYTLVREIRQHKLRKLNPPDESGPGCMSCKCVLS
Rac1 act GTP bind – GTP binding modulators of activated mutant Rac1, primary screen, biochemical, bead-based flow cytometry, multiplex, fluorescent GTP; AID 764, 2007; percent activity (GTP binding), % at 10 µM; 0.11% of 190,000 active; GST-Rac1 activated beads; actives lie on both sides; 100% means binding = to untreated wells; Ras-related C3 botulinum toxin substrate 1 (Homo sapiens), P63000;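 active = GTP binding at least 20 percentage points away from the 100% baseline, in either direction, so actives lie on both sides; inconclusive = Compound likely fluorescent itself, or too few beads counted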
ABCB1 block – ABCB1 efflux pump inhibitors, primary screen, cell-based, multiplex, flow cytometry, ABCG2 counter-screen; inhibition, % at 6.6 µM; AID 1326, 2008; 0.067% of 190,000 active; ATP-dependent translocase ABCB1 (Homo sapiens), P08183; CCRF-Adr cells, JC-1 efflux; in the data active = inhibition above about 40%;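 also: 0% = vehicle and 100% = reference inhibitor; higher value means more JC-1 retained so stronger ABCB1 efflux block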
Avidin fluor – green autofluorescence of compounds with avidin beads – biophysical, 488/530 nm, flow cytometry, artefact control, profiling panel. compound fluorescence 488/530 nm; hits give high values. fluorescence (KMESF) at 10 µM. 0.38% of 220,000 active. AID 1775, 2009; in the data active = fluorescence above about 47; also: inactives centre near 10
Pf gamet viab – late stage P. falciparum gametocyte viability inhibitors, primary screen, ATP luminescence, HTS | P. falciparum stage V gametocytes, 24 h | 0.065% of 150,000 active | inhibition, % at 10.9 µM;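 active = inhibition above the mean plus 3 SD of compounds within the control limits, set per campaign, cut at about 38% in these data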;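 also: 0% = DMSO wells and 100% = medium only without gametocytes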
Cdc42 wt – modulators of GTP binding to wildtype Cdc42, primary screen, biochemical, multiplex bead flow cytometry, Bodipy-GTP; GST-Cdc42 beads; actives lie on both sides; percent activity (GTP binding), % at 10 µM; Cell division control protein 42 homolog (Homo sapiens), P60953; 0.2% of 190,000 active;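 active = percent activity GTP binding at least 20 points away from the 100% baseline, either down as inhibitor or up as activator; inconclusive = compound flagged as likely green fluorescent from well-wide comparison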;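 also: median bead fluorescence of bound Bodipy-FL-GTP at 100 nM; 0% = excess unlabeled GTP control and 100% = no compound control; below 100% means less GTP binding so inhibitor and above means activator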
Target sequence (P60953 whole entry, looked up): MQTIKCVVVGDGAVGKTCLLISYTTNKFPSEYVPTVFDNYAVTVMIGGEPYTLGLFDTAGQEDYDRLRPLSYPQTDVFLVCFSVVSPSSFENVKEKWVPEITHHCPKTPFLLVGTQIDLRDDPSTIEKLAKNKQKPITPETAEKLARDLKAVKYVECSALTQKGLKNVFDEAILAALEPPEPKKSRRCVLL
Rac1 wt modul – wildtype Rac1 GTP binding modulators, primary screen, biochemical, GST-Rac1 beads, flow cytometry, multiplex; Ras-related C3 botulinum toxin substrate 1 (Homo sapiens), P63000; fluorescent GTP binding; actives lie on both sides; 0 = cold GTP competed, 100 = untreated; GTP binding activity (% of control), % at 10 µM; 0.27% of 190,000 active;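 active = GTP binding activity at least 20 points away from the 100% control level, either lower or higher; inconclusive = compound flagged as likely green fluorescent, judged across all proteins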
Rab2A wt mod – modulators of GTP binding to Rab2A wildtype, primary screen, biochemical, dog, bead-based flow cytometry, multiplex. Ras-related protein Rab-2A (Canis lupus familiaris), P61105. GST-Rab2 wt beads, Bodipy-GTP binding. GTP binding activity, % at 10 µM. 0.19% of 190,000 active;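 active = GTP binding activity at least 20 points away from 100%, either lowered or raised; inconclusive = signal likely due to the compound's own green fluorescence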;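 also: 0% = beads with excess unlabeled GTP and 100% = no-compound control corrected for plate trend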
Mcl1 Noxa PPI – Mcl-1/Noxa binding inhibitors, primary screen, biochemical, TR-FRET, 1536-well. TR-FRET Mcl-1/Noxa peptide binding, 2 h. inhibition, % at 21.7 µM. 1.5% of 220,000 active. AID 1022, 2008;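 active = compounds that cut the protein-peptide binding signal by more than 50% relative to plate controls in a single-dose test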;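 also: His-tagged Mcl-1 with rhodamine Noxa BH3 peptide and terbium anti-His antibody; 0% = Mcl-1 plus Noxa peptide wells and 100% = peptide-only wells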
ABCG2 block – ABCG2 efflux pump inhibitors, primary screen, multiplex with ABCB1, IgMXP3 cells, flow cytometry. JC-1 efflux. 0.1% of 190,000 active. inhibition, % at 6.6 µM;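 active = inhibition above 80%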;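 also: 0% = DMSO and 100% = nicardipine control wells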
Target sequence (Q9UNQ0 whole entry, looked up): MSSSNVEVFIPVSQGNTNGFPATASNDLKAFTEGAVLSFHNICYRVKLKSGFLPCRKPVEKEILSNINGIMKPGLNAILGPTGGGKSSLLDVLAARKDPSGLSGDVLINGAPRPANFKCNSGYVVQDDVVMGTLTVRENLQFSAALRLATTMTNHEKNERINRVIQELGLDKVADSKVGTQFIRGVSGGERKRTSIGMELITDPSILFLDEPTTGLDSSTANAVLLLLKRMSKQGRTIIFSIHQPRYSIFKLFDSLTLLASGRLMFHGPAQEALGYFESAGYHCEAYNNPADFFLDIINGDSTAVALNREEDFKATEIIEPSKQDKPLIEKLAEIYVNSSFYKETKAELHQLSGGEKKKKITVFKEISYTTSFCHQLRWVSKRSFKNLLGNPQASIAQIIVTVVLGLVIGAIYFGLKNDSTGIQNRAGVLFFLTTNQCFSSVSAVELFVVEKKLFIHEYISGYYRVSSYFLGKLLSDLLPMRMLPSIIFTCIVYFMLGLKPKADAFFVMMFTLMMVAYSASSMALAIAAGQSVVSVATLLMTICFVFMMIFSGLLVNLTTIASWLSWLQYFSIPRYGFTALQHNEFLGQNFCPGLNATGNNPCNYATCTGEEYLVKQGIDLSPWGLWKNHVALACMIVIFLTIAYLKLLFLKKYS
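Test system: ABCG2 IgMXP3 and barcoded ABCB1 CCRF-Adr cell mix; Schedule: cells with compound and JC-1, 10 min at 25 °C, rotating, no wash; Technique: flow cytometry of retained JC-1 fluorescence; Measure: % inhibition of efflux relative to nicardipine and DMSO; Controls: nicardipine high and DMSO low controls.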
Numbers without * were called inactive; ? = inconclusive; · = not tested or not shown.

SMILES	Rab7 wt modul	HRas wt GTP bind	Rac1 act GTP bind	ABCB1 block	Avidin fluor	Pf gamet viab	Cdc42 wt	Rac1 wt modul	Rab2A wt mod	Mcl1 Noxa PPI	ABCG2 block
Cc1nnc(NC(=O)CSc2cn(Cc3ccccc3)c3ccccc23)s1	100	99	98	0.8	7	·	101	102	101	-8	3
COC(=O)CC1=C(C(=O)OC)C(c2ccncc2)C(C#N)=C(N)O1 (centres undefined)	98	101	99	0.3	8	·	101	105	98	16	4
c1cc(C2OCCN2CC2COC3(CCCC3)O2)ccn1 (centres undefined)	97	99	98	-0.1	7	·	97	105	98	-2	1
O=C(COC(=O)c1cc(=O)[nH]c2ccccc12)c1ccccc1	101	98	96	1.0	8	-12	101	100	99	5	8
CC1=CC(C)(C)N(S(=O)(=O)c2ccc(C)cc2)c2ccccc21	98	100	99	0.3	15	·	100	103	101	-6	9
COc1ccc(C(CC(=O)O)NC(C)=O)cc1OC (centres undefined)	102	101	102	0.9	10	3	102	102	101	7	7
CSCC[C@H](NC(=O)OC(C)(C)C)C(=O)N/N=C/c1cc2ccc(C)cc2nc1Cl	?	?	?	-0.4	4	22	?	?	?	12	-3
C=CCn1c(-c2csc3c2CCC(C)C3)n[nH]c1=S (centres undefined)	103	99	99	-0.2	25	14	98	100	98	19	-1
Cn1c(=O)n(C)c2cc(/C=N/NC(=O)c3ccc(Cl)cc3Cl)ccc21	91	94	98	-0.2	9	·	97	97	93	-7	0
COc1ccccc1N(C)S(=O)(=O)c1ccc(C(=O)OCC(=O)N(C)c2ccccc2)cc1	98	93	96	1.6	11	8	98	98	98	19	6
Cc1ccc(NC(=O)CCC(=O)OCC(=O)c2ccc(Oc3ccc([N+](=O)[O-])cc3)cc2)cc1C	99	103	96	0.3	9	-4	101	98	104	2	1
COC(=O)c1ccccc1NC(=O)c1ccc(COc2cc(C)cc(C)c2)o1	?	?	?	1.2	6	·	?	?	?	3	9
CC(C)(C)NCCOc1ccc2ccccc2c1	104	97	94	0.2	9	-6	95	96	97	6	3
Cc1ccc(NC(N)=S)cc1C	101	100	100	0.0	11	9	101	103	101	9	-1
CC1=NN(c2ccccc2)C(=O)/C1=C/c1cccs1	102	103	98	0.8	0	-7	105	113	101	12	3
CC(C)(C)n1nnnc1C(c1cccs1)N1CCCc2ccccc21 (centres undefined)	91	89	92	0.4	16	·	88	92	92	-2	2
CCOC(=O)c1sc2nc(CC(=O)OC)nc(NCC(=O)OC)c2c1C	96	97	96	0.4	41	11	96	94	95	13	2
CCOC(=O)Cc1csc(NC(=O)/C=C\c2ccccc2Cl)n1	101	101	97	0.6	22	·	99	101	99	14	3
CCOc1cc(CNc2ccc(S(N)(=O)=O)cc2)cc(Cl)c1OC	102	103	99	0.4	4	·	99	103	100	3	1
CCOc1ccc(OCCCN(C)C)cc1	100	100	99	0.1	35	·	101	102	99	5	0
CCCCOc1ccc(CSC(=N)N)cc1[N+](=O)[O-]	99	102	105	0.3	9	19	104	109	102	22	1
O=C1c2ccccc2C(Nc2ccc3c(c2)OCCO3)N1c1ccccn1 (centres undefined)	104	98	96	2.5	16	·	100	102	97	6	11
CCCn1c(-c2nonc2N)nc2ccccc21	91	93	94	0.3	21	·	96	96	96	-8	2
CCN(CC)C(=S)SCC(=O)Nc1nc(-c2ccccc2)c(-c2ccccc2)o1	96	98	96	0.7	3	-9	95	96	94	-22	4
Cc1c(C(=O)NCCC2=CCCCC2)cccc1[N+](=O)[O-]	104	102	98	0.9	11	·	103	99	103	12	4
Cc1cccc(N2C(=O)CCC2=O)c1	93	93	93	0.1	22	·	96	99	94	5	-1
Cc1ccc(S(=O)(=O)CCC(=O)OCC(=O)c2c[nH]c3ccccc23)cc1	94	104	101	-0.1	16	·	105	105	104	-8	1
COc1ccc(S(=O)(=O)NC(C)C)cc1C(=O)N1CCOCC1	102	97	96	0.1	7	-5	97	100	99	0	1
COc1cc(/C=N/NC(=O)CSCc2ccc([N+](=O)[O-])cc2)cc(OC)c1OC	101	104	101	0.7	18	·	103	103	105	6	6
CCOC(=O)C1=C(CC)OC(N)=C(C#N)C1c1ccsc1 (centres undefined)	95	99	99	1.1	5	11	99	100	98	-3	18
CC(C)NC(=O)c1nc2ccccc2s1	98	99	93	0.9	15	·	101	98	97	1	4
COc1ccc(-c2nn(C)c(=O)c3ccccc23)cc1CNC(=O)NC1CCCCC1	96	94	94	0.5	9	·	90	93	96	-19	6
COC(=O)c1cccc(N2C(=O)C3CC=CCC3C2=O)c1 (centres undefined)	101	105	101	2.5	6	·	104	108	101	4	5
CC(=O)c1cc(CC(=O)N2CCc3c([nH]c4ccccc34)C2c2ccccn2)cs1 (centres undefined)	100	99	96	2.1	14	3	97	103	101	-3	11
COc1ccc(C2=C(Nc3ccc(C)cc3)c3ccccc3C2=O)cc1	94	99	100	0.2	7	31	97	101	98	31	20
CCOC(=O)c1[nH]c(C)c(/C(O)=C2\C(=O)C(=O)N(CCCn3ccnc3)C2c2ccncc2)c1C (centres undefined)	101	101	96	1.7	31	-9	99	105	99	18	26
COc1cccc(NC(=O)c2cc(Cl)nnc2Cl)c1	99	98	95	0.2	12	-3	99	96	97	-14	2
COCCN(CCOC)Cc1c(O)ccc2c3c(c(=O)oc12)CCC3	102	100	98	0.8	8	·	101	99	99	6	5
CCOC(=O)N1CCC(N2CCCC(C(=O)c3ccccc3OC)C2)CC1 (centres undefined)	101	95	95	0.9	6	-33	95	98	100	2	1
COc1cccc(C(=O)NC2CCN(CC(=O)Nc3cccc(C)c3C)CC2)c1	91	93	94	1.0	8	-3	95	99	92	4	5
O=C(Cc1ccccc1)NNC1=NS(=O)(=O)c2ccccc21	104	97	94	-0.1	12	-1	98	95	98	-8	0
CCCCOc1ccc(S(=O)(=O)N2CCCCCC2)cc1	98	100	97	0.8	7	·	100	100	98	7	6
CCc1nnc(NC(=O)CN2CCN(c3ccccc3F)CC2)s1	98	100	96	0.5	14	-10	97	101	97	17	0
COC(=O)c1ccc(C(=O)OC)c(NC(=S)N2CC(C)CC(C)C2)c1 (centres undefined)	97	100	101	-1.1	3	0	100	103	97	22	7
CCN(CC)CCN(C(=O)c1cccc([N+](=O)[O-])c1)c1nc2ccc(OC)cc2s1	96	100	95	1.5	11	24	98	101	96	20	7
CCCCOc1ccc(CSC(CC(=O)O)C(=O)O)cc1 (centres undefined)	102	101	97	1.2	35	·	107	108	99	5	33
Cc1cccc(NC(=O)N2CCC(NC(=O)c3ccco3)CC2)c1	102	98	96	0.8	9	-6	94	98	97	2	2
Nc1ccc(N2CCN(C(=O)c3cccs3)CC2)cc1	100	101	98	0.2	3	·	101	101	102	61*	1
Cc1ccc(OCCN2C(=O)NC3(CCc4ccccc4C3)C2=O)cc1 (centres undefined)	99	96	94	0.7	2	2	99	97	95	4	0
Cc1c(NC(=O)C(C)OC(=O)c2cccnc2)c(=O)n(-c2ccccc2)n1C (centres undefined)	102	98	99	2.8	8	15	98	103	99	-6	3
COC(=O)c1ccccc1NC(=O)Nc1ncccc1C	104	99	96	0.6	11	9	96	99	99	2	5
Cc1nc2ccccn2c1/C(O)=C1\C(=O)C(=O)N(CCCn2ccnc2)C1c1ccncc1 (centres undefined)	97	102	100	0.0	7	·	102	100	103	24	2
Cc1nnc(NC(=O)c2ccccc2Br)s1	96	96	93	0.2	33	·	94	96	93	-11	2
COc1ccccc1/C=C/C(=O)NCC(=O)N1CCC(N(C)C2CCCC2)CC1	96	97	93	0.1	10	-16	99	99	99	-8	2
C#CCNc1cc(-c2ccccc2)nc2ncnn12	97	97	96	-0.1	10	-11	100	100	96	-11	1
CCOP(=O)(OCC)C(Nc1cccc(C(F)(F)F)c1)c1ccc(C)cc1 (centres undefined)	101	102	99	0.3	7	-26	101	102	99	5	1
COc1cc(C=O)c(Br)cc1OC1CCCC1	103	100	98	-0.1	14	-5	103	99	101	7	0
O=C1CCSc2ccc(Cl)cc2N1Cc1ccccc1	99	104	102	0.9	14	-21	106	101	104	23	2
O=C(O)C1CC(=O)N(c2ccc(OCc3c(F)cccc3Cl)cc2)C1 (centres undefined)	100	102	99	0.5	9	·	103	101	102	30	1
COc1cc(N(C)C)c([N+](=O)[O-])cc1C(=O)N1CCN(Cc2ccccc2)CC1	103	98	95	1.4	9	-10	98	102	96	6	4
The list goes on:
SMILES	Rab7 wt modul	HRas wt GTP bind	Rac1 act GTP bind	ABCB1 block	Avidin fluor	Pf gamet viab	Cdc42 wt	Rac1 wt modul	Rab2A wt mod	Mcl1 Noxa PPI	ABCG2 block
O=C(NNC(=S)NCc1ccccc1)c1ccc(OC(F)F)cc1	97	99	97	0.0	0	-9	98	99	98	9	4
CCOC(=O)c1sc(=S)n(-c2ccccc2OC)c1N	98	97	99	-0.2	15	-3	98	97	99	-3	0
COc1ccc(/C=C2/SC(=O)N(CC(=O)Nc3cc(C)on3)C2=O)cc1OC	?	?	?	-0.4	8	-1	?	?	?	-3	-6
COc1ccc(-n2ncc3c(=O)n(CC(=O)Nc4ccc(S(=O)(=O)N5CCOCC5)cc4)cnc32)cc1	96	100	100	-0.9	3	1	98	99	100	1	-3
O=C(CSc1nc2ccsc2c(=O)n1Cc1ccccc1)NCC1CCCO1 (centres undefined)	101	100	103	1.1	12	·	107	105	102	0	6
CCN1CCN(C(c2cccs2)C(C)NC(=O)CC(C)C)CC1 (centres undefined)	101	101	100	-1.8	6	·	103	102	101	16	-1

Screening data: PubChem BioAssay, several laboratories
